TNAP act hi DEA = increases human TNAP activity under high phosphate acceptor concentration | P05186 | purified TNAP, CDP-star luminescence, 1 M DEA, 30 min; stronger effect = higher value; 0 = EDTA background, 1 = DMSO-only activity | activation factor at 20 µM | 200,000 tested, under 10 active | AID 1136;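 active = activation factor at least 2 at 20 µM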
Target sequence (P05186 whole entry, looked up): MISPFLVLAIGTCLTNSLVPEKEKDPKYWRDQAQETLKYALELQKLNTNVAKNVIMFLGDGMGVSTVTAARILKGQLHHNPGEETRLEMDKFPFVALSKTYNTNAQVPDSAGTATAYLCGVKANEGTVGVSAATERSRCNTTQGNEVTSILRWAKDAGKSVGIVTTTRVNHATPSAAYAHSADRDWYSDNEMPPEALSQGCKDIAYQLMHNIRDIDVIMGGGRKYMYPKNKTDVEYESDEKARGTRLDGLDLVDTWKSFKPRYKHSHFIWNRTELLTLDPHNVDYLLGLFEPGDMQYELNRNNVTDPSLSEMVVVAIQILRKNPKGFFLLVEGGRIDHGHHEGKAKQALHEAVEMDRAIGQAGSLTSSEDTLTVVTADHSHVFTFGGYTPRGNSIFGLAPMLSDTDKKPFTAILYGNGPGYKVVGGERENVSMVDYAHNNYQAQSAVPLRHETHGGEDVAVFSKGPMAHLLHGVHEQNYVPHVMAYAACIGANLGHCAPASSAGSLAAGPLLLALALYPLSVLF
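Assay system: human TNAP; Input: enzyme diluted 1/800 final; Reagent: CDP-star luminogenic substrate at 100 µM final; Timing: 30 min, room temperature; Signal: luminescence; Evaluation: TNAP activation factor scaled between EDTA and DMSO control wells.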
TNAP inh hiacc = blocks human TNAP under high phosphate acceptor concentration. P05186. purified TNAP, CDP-star luminescence, 1 M DEA. inhibition, % at 20 µM. hit rate 0.03% among 200,000. AID 1135;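 active = over 50% inhibition of tissue-nonspecific alkaline phosphatase at 20 µM in the single-dose screen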;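 also: plate controls were DMSO wells for no effect and EDTA-quenched wells as full inhibition for full effect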
SRC2 TRFRET art = flags TR-FRET format artefacts in PPARgamma SRC-2 recruitment agonist screen. TR-FRET artefact counter-screen; stronger effect = higher value. TR-FRET ratio at 8 µM. hit rate 0.4% among 200,000. AID 1049; in the data active = TR-FRET ratio above about 2000; also: inactives centre near 1500
PPARg SRC-1 ag = agonists of human PPARgamma SRC-1 coactivator recruitment. activation, % at 8 µM. PPARgamma-SRC-1 coactivator recruitment biochemical assay. hit rate 0.41% among 200,000. P37231; in the data active = activation above about 19%;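 also: 0% = DMSO and 100% = reference agonist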
Target sequence (P37231 whole entry, looked up): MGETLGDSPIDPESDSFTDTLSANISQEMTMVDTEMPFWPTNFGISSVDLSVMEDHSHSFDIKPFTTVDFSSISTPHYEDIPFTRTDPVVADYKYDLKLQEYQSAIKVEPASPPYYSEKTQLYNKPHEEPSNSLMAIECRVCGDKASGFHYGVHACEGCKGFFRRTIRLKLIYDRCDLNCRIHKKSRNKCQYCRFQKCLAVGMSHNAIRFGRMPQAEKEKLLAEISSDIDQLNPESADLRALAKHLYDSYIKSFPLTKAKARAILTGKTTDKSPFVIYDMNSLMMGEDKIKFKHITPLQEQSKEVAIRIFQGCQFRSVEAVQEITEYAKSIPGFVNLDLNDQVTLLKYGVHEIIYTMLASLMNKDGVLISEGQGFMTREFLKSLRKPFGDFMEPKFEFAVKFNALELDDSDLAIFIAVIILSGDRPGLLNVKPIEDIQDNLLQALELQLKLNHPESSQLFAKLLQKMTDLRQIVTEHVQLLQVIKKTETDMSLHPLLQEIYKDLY
PPARg SRC3 recr = agonists of human PPARgamma SRC-3 coactivator recruitment; P37231; biochemical PPARgamma/SRC-3 coactivator recruitment assay; activation, % at 8 µM; hit rate 0.26% among 200,000; AID 731; in the data active = activation above about 23%;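 also: 0% = DMSO and 100% = reference agonist; some compounds past the cut are filed as inactive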
bIAP activator = intestinal alkaline phosphatase (bovine) activation; activation factor at 20 µM; purified bovine IAP, CDP-star luminescence, 30 min; stronger effect = higher value; fold of DMSO-control signal, blank-subtracted; hit rate 0.17% among 200,000;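 active = activation factor of 2 or more at 20 µM, a signal rise over negative controls twice the positive control's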
HMGR II inh = blocks class II HMG-CoA reductase of Enterococcus faecalis; inhibition, % at 10 µM; hit rate 0.41% among 190,000; AID 1066; purified E. faecalis HMGR, NADPH absorbance 340 nm kinetic;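 active = inhibition above a set limit, the median over all tested compounds plus 3 SD, cut at about 9.5% in these data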;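 also: enzyme runs in reverse so mevalonate oxidation gives rising NADPH absorbance; 0% = complete reaction with DMSO and 100% = background rate lacking mevalonate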
TNAP inh noacc = blocks human TNAP activity with no phosphate acceptor present | hit rate 0.26% among 200,000 | purified TNAP, CDP-star luminescence, 30 min | inhibition, % at 20 µM | AID 1012 | P05186;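 active = tissue-nonspecific alkaline phosphatase inhibition above about 50% at 20 µM in the single-dose screen, limit read from the data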;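 also: 0% = DMSO negative control and 100% = EDTA positive control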
PPARg SRC2 recr = PPARgamma-driven SRC-2 recruitment agonism. P37231. PPARgamma LBD-SRC-2 recruitment, biochemical. activation, % at 8 µM. hit rate 0.34% among 200,000. AID 1032; in the data active = activation above about 22%;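 also: 0% = vehicle and 100% = reference agonist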
bIAP inh = blocks bovine intestinal alkaline phosphatase activity. purified bovine IAP, CDP-star luminescence, 30 min. inhibition, % at 20 µM. 190,000 tested, under 10 active. AID 1019;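 active = over 50% inhibition of intestinal alkaline phosphatase at 20 µM in the single-dose screen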
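System: purified bovine intestinal alkaline phosphatase (IAP) enzyme; Input: IAP diluted 1/65,000,000 in the well; Measured by: CDP-star luminescence signal; Compound dosing: 20 µM single dose; Incubation: 30 min reaction at room temperature.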
Numbers without * were called inactive.

| structure | TNAP act hi DEA | TNAP inh hiacc | SRC2 TRFRET art | PPARg SRC-1 ag | PPARg SRC3 recr | bIAP activator | HMGR II inh | TNAP inh noacc | PPARg SRC2 recr | bIAP inh |
| --- | --- | --- | --- | --- | --- | --- | --- | --- | --- | --- |
| CC12CC(O)C3c4ccc(O)cc4CCC3C1CCC2=O (centres undefined) | 1 | 2 | 1576 | 4 | -1 | 1 | 0 | 0 | 0 | 4 |
| CCOc1cc(/C=N/Nc2ccccc2Cl)ccc1OCC(=O)O | 1 | -5 | 1549 | 1 | -4 | 1 | -8 | -18 | 3 | 4 |
| CC(C)CC(=O)NC(c1ccccc1Cl)c1c(O)ccc2ccccc12 (centres undefined) | 1 | 3 | 1457 | -2 | -1 | 1 | -1 | -10 | 4 | 5 |
| Nc1c(-c2ccccc2)cnc2cc(-c3ccccc3)nn12 | 1 | 0 | 1606 | 10 | 2 | 1 | -5 | -2 | -1 | -4 |
| CC(C)N(C(=S)NC1CC2CCC1C2)c1ccccc1 (centres undefined) | 1 | -5 | 1748 | 2 | 8 | 1.1 | -3 | -14 | -1 | -6 |
| Cc1ccc(C)c(N2CCN(C(=O)c3ccc(CSc4nc5ccncc5[nH]4)cc3)CC2)c1 | 1 | -1 | 1551 | -6 | 3 | 1.1 | 2 | -4 | -1 | -10 |
| Cc1ccccc1CN1CCN(CC2CC3C=CC2C3)CC1 (centres undefined) | 0.9 | 11 | 1606 | -6 | -6 | 1 | -5 | 1 | 3 | -2 |
| Cc1cnc(CN2CCCC(C(=O)c3ccc4c5c(cccc35)CC4)C2)[nH]1 (centres undefined) | 1 | -4 | 1771 | -2 | 3 | 1.1 | -6 | -7 | 2 | -8 |
| Cc1cccc(NC(=S)NCCC(C)C)c1 | 1 | -2 | 1539 | -3 | 1 | 1.1 | -1 | -8 | 1 | -8 |
| COc1ccc(NS(=O)(=O)c2cc(NC(=O)C3CC3)ccc2N2CCOCC2)cc1 | 1 | -5 | 1507 | -2 | 4 | 1 | -8 | -3 | 1 | 0 |
| O=S(=O)(/N=C(/Nc1cccc2ccccc12)c1ccccc1)c1cccs1 | 1 | -1 | 1438 | -3 | 6 | 0.9 | -4 | -30 | -5 | 10 |
| O=c1cnnc(Nc2ccc(F)cc2)[nH]1 | 1 | -2 | 1558 | 4 | 2 | 1 | -3 | -8 | 6 | 0 |
| COc1ccccc1-c1nnc(SCC(=O)N2CCOCC2)n1-c1ccccc1 | 1 | -5 | 1470 | -4 | -4 | 1 | 1 | -8 | -4 | -2 |
| O=C(CSc1nc2ccccc2c(=O)n1Cc1ccco1)N1CCN(c2ccccc2)CC1 | 1 | -2 | 1449 | -2 | -12 | 1 | 2 | -7 | -2 | -3 |
| COC(=O)CCS(=O)(=O)c1ccc(NC(C)=O)cc1 | 1 | -1 | 1456 | 1 | -6 | 1 | 5 | -13 | 4 | -1 |
| N#Cc1nc(COc2ccccc2)oc1N1CCOCC1 | 1 | 4 | 1642 | -4 | -2 | 0.8 | 0 | -9 | 3 | 16 |
| Cc1cc(C)nc(NS(=O)(=O)c2ccc(NC(=S)NC(=O)C3CCCC3)cc2)n1 | 1 | -1 | 1515 | 3 | -8 | 0.9 | -2 | -12 | -2 | 7 |
| O=c1c(Cc2ccc(F)cc2)c(O)ccn1C1CCCCC1 | 1 | -5 | 1573 | 8 | 2 | 0.9 | 1 | -14 | 1 | 8 |
| Nn1c(SC/C=C/c2ccccc2)nnc1-c1cccnc1 | 1.1 | -8 | 1556 | -2 | 19 | 1 | 3 | -3 | 0 | 0 |
| CC(C)CNC(=O)c1ccc(COc2ccc(Cl)cc2Cl)o1 | 1 | -2 | 1586 | 2 | 12 | 1 | -13 | -11 | 2 | 3 |
| CN(Cc1cc2ccccc2[nH]c1=O)S(=O)(=O)c1ccccc1 | 1 | -5 | 1669 | -1 | -5 | 1 | -4 | -8 | 0 | 3 |
| Cc1nc(=O)c(-c2ccccc2)c(C)n1-c1cccc(C(=O)O)c1 | 1 | -1 | 1380 | -10 | -7 | 1 | 1 | -10 | -2 | -1 |
| Cc1nn(Cc2cccc(C(=O)NC(C)c3ccc(C(C)(C)C)cc3)c2)c(C)c1[N+](=O)[O-] (centres undefined) | 1 | -2 | 1424 | -1 | -4 | 1.1 | 1 | -7 | 4 | -6 |
| O=C(N/N=C/c1cccs1)[C@H]1C[C@@H]1c1ccccc1 | 1 | -4 | 1636 | -2 | 0 | 1 | 1 | -23 | 4 | 4 |
| O=C(COC(=O)COc1ccccc1[N+](=O)[O-])Nc1ccc(S(=O)(=O)N2CCCCC2)cc1 | 1.1 | -8 | 1423 | -1 | -7 | 0.9 | -3 | -14 | -4 | 10 |
| CCCCOc1ccc(NC(=O)CSc2cccc3cccnc23)cc1 | 1 | -3 | 1515 | 3 | 4 | 0.8 | -1 | -4 | 5 | 16 |
| COc1ccc(C)cc1NC(=O)CSc1ccc(-c2cccnc2)nn1 | 1 | -3 | 1579 | -8 | -7 | 0.9 | -2 | -3 | 9 | 6 |
| CCOCC(=O)Nc1cccc(Br)c1 | 0.9 | 7 | 1644 | 4 | 1 | 0.9 | -11 | 0 | 10 | 10 |
| O=C(/C=C/c1ccc(OCCCF)cc1)Nc1ccnc(-c2ccncc2)n1 | 1 | -2 | 1461 | 3 | 3 | 1 | -2 | -4 | 5 | -3 |
| O=C(CC1C(=O)NCCN1Cc1ccc(-c2ccccc2)cc1)NC1CCC1 (centres undefined) | 1 | 1 | 1675 | 12 | 3 | 1.2 | -1 | -3 | 6 | -23 |
| CCCCNC(=S)N(C)/N=C/c1c(C)[nH]c2ccccc12 | 1.1 | -9 | 1701 | 3 | 5 | 0.6 | 5 | -6 | 4 | 38 |
| O=C1NC2(CCCCC2)C(=O)N1CCS(=O)(=O)Oc1ccccc1 | 1 | -4 | 1294 | -6 | -5 | 0.9 | -8 | 9 | 1 | 7 |
| CC(/C=N/NC(=O)Cc1cc(=O)[nH][nH]1)=C\c1ccccc1 | 1 | -1 | 1604 | -2 | 13 | 1.1 | -1 | -3 | 8 | -9 |
| O=CNNC(=O)c1cccc([N+](=O)[O-])c1 | 1 | -3 | 1703 | 3 | 5 | 1 | -1 | -12 | -7 | 5 |
| c1ccc(-n2c(-c3ccncc3)nnc2-c2cccs2)cc1 | 1.1 | -6 | 1604 | 0 | 6 | 0.8 | 0 | 0 | 8 | 17 |
| Cn1c(SCc2ccc3c(c2)OCO3)nnc1-c1ccccc1 | 1 | -4 | 1439 | -4 | -7 | 0.9 | 4 | -14 | 5 | 15 |
| O=C(Nc1ccccc1-c1ccccc1)NC1CCN(C(=O)N2CCOCC2)CC1 | 1 | 0 | 1560 | -2 | 4 | 0.8 | -4 | -13 | 3 | 19 |
| Cc1ccc(S(=O)(=O)c2cnc(-c3ccccc3)nc2N2CCCCC2)cc1 | 1 | 0 | 1510 | 13 | 4 | 1 | -1 | -2 | 9 | 3 |
| CCOC(=O)C1=C(C)Nc2ccc(C)cc2S1 | 0.9 | 7 | 1509 | 11 | 10 | 0.8 | 0 | 9 | 12 | 19 |
| Cc1ccc(-c2n[nH]c(=O)c3ccccc23)cc1N | 1.1 | -5 | 1485 | 5 | -4 | 1 | 4 | -8 | -3 | 4 |
| CCN(C(=O)COC(=O)CNS(=O)(=O)c1ccccc1)c1ccccc1 | 1.1 | -10 | 1470 | 10 | 6 | 0.9 | 4 | -16 | 7 | 12 |
| Cn1c(-c2ccc3c(c2)OCO3)c(C(=O)O)c(=O)c2ccccc21 | 1.1 | -7 | 1456 | -3 | 0 | 1 | -1 | -8 | -5 | 1 |
| CC(C)CC(c1nnnn1Cc1cccs1)N1CCN(c2nc3ccccc3s2)CC1 (centres undefined) | 1 | -4 | 1605 | 4 | 1 | 1 | -2 | -11 | 10 | 1 |
| Cc1ccc2nnc(Cl)n2n1 | 1 | -3 | 1455 | 1 | -8 | 0.9 | -3 | -13 | -1 | 8 |
| CCN(CC)S(=O)(=O)c1ccc(OC)c(NC(=O)CSc2cc(C)ccc2C)c1 | 1 | 3 | 1613 | -1 | 0 | 0.9 | -2 | -5 | -2 | 7 |
| CC(C)c1cccc(C(C)C)c1NC(=O)COC(=O)c1ccc(OCC(=O)Nc2cccc(C(F)(F)F)c2)cc1 | 1.1 | -10 | 1552 | 3 | 2 | 0.9 | -2 | -20 | 3 | 12 |
| O=C1CC(C2CCCO2)C(=O)N1Cc1ccccc1 (centres undefined) | 1.1 | -6 | 1574 | 3 | -3 | 1 | -1 | -8 | 1 | -2 |
| Cc1nn(-c2ccccc2)c(N)c1C1(O)C(=O)N(C(C)C)c2ccccc21 (centres undefined) | 1 | 2 | 1667 | 6 | 5 | 0.9 | 1 | -1 | 5 | 11 |
| CCOC(=O)c1nc(Nc2ccc(C(C)=O)cc2)c2ccccc2n1 | 1.1 | -7 | 1503 | -1 | 3 | 1.1 | 2 | -10 | 0 | -8 |
| CSc1nc2ccc(NC(=O)c3c(F)cccc3F)cc2s1 | 1.1 | -7 | 1327 | 9 | 2 | 1.1 | -4 | -41 | -4 | -12 |
| CCCc1nnc(SCC(=O)N2CCCC(C)C2)n1CCOC (centres undefined) | 1.1 | -8 | 1596 | 2 | -1 | 1 | -4 | -3 | -4 | 1 |
| O=C(C1=C(c2ccccc2)C(=O)c2ccccc2C1=O)c1ccccc1 | 0.9 | 5 | 1404 | -6 | 5 | 1 | -1 | -3 | 4 | 1 |

Given field by field: three of the compounds above
CC(C)c1cccc(C(C)C)c1NC(=O)COC(=O)c1ccc(OCC(=O)Nc2cccc(C(F)(F)F)c2)cc1
  TNAP act hi DEA: 1.1	TNAP inh hiacc: -10	SRC2 TRFRET art: 1552	PPARg SRC-1 ag: 3	PPARg SRC3 recr: 2	bIAP activator: 0.9	HMGR II inh: -2	TNAP inh noacc: -20	PPARg SRC2 recr: 3	bIAP inh: 12
O=C1CC(C2CCCO2)C(=O)N1Cc1ccccc1 (centres undefined)
  TNAP act hi DEA: 1.1	TNAP inh hiacc: -6	SRC2 TRFRET art: 1574	PPARg SRC-1 ag: 3	PPARg SRC3 recr: -3	bIAP activator: 1	HMGR II inh: -1	TNAP inh noacc: -8	PPARg SRC2 recr: 1	bIAP inh: -2
Cc1nn(-c2ccccc2)c(N)c1C1(O)C(=O)N(C(C)C)c2ccccc21 (centres undefined)
  TNAP act hi DEA: 1	TNAP inh hiacc: 2	SRC2 TRFRET art: 1667	PPARg SRC-1 ag: 6	PPARg SRC3 recr: 5	bIAP activator: 0.9	HMGR II inh: 1	TNAP inh noacc: -1	PPARg SRC2 recr: 5	bIAP inh: 11

Bioassay records deposited in PubChem BioAssay by several laboratories.
